# Compound activity deposited in PubChem by University of Kansas High Throughput Screening Laboratory.
# mHTT-CaM PPI inh: inhibitors of human mutant huntingtin-calmodulin interaction; hit rate 3.6% among 190,000; P42858; AlphaScreen His-mHTT/GST-CaM binding, luminescence; inhibition, % at 15 µM; AID 1671202;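 further: 0% = both proteins with DMSO and 100% = one protein alone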
# Pf apPOL inh: Pf-apPOL DNA polymerase inhibition; hit rate 0.25% among 210,000; AID 1794808; inhibition, % at 10 µM; Recombinant Pf-apPOL, molecular beacon fluorescence, 1.5 h
# * hit, by the source's call; . = not tested or not shown; & = joins results of further samples. No stated cut-off is given here; in the data, active means inhibition above about 50%; inactive means the rest. Hits appear at their usual frequency; 3.6% or so of the library scored in one or more.
SMILES,mHTT-CaM PPI inh,Pf apPOL inh
Cc1cc(OCC(=O)Nc2ccccc2C)nc(N2CCCCC2)n1,-7,1
COCCn1cc2c3c(cccc31)CN(C(=O)Cc1ccccc1C)CC2,63*,-2
O=C(CSc1cn(CCNC(=O)c2cccs2)c2ccccc12)Nc1ccc(F)cc1,9,2
O=C(CCN1CCN(C2c3ccccc3-c3ccccc32)CC1)Nc1ccc(F)cc1,40,3
O=C(Nc1ccc2c(c1)OCO2)C(=O)NC(c1ccccc1)c1ccccc1,-8,-7
CC(C)n1nc(CNC(=O)c2ccsc2)c2ccccc21,1,-9
CSc1ccccc1-c1nnc(NC(=O)c2ccc(Br)s2)o1,-1,0
Cc1oc(C2CCN(C(=O)CCc3ccccc3)CC2)nc1C(=O)N(C)C,7,1
CCC(=O)N1CCc2cc(Br)cc(S(=O)(=O)NCCCN(C)C)c21,-4,-7
O=C(O)C1CCCN1S(=O)(=O)c1ccc(Br)s1 (stereo not drawn),-5,.
O=C(Nc1cc(-c2ccccn2)no1)c1ccc(F)cc1,-3,0
Cc1cccc(C(=O)N2CCCC(C(=O)NCc3ccccc3)C2)c1 (stereo not drawn),26,2
Nc1ccc(N2CCOCC2)c(S(=O)(=O)N2CCOCC2)c1,-3,.
Nc1nonc1-n1nnc(C(=O)NO)c1-c1ccccc1,0,-3
O=C1C(Nc2cccc(I)c2)=C(N2CCCC2)C(=O)c2ccccc21,99*,27
CC(C)CCNC(=O)c1cc2c(s1)CCN(C(=O)c1ccccc1)C2,-4,-6
COc1ccc2cc3cc(C(=O)Nc4ccc(F)cc4)oc3nc2c1,-3,-4
Cc1cccc(OCC(O)CN2CC(C)CC(C)C2)c1C (stereo not drawn),-5,-11
CCCCN1CCN(C(=O)CCC2CCN(c3cc(NCCC)ncn3)CC2)CC1,13,-4
COc1cccc(CNC(=O)c2cnn3c4c(cnc23)CCCC4)c1OC,1,1
CCOC(=O)C1=C(C)OC(N)=C(C#N)C1c1cc(OC)cc(OC)c1 (stereo not drawn),.,-4
O=C(NCC1CCN(c2cc(-c3ccncc3)[nH]n2)CC1)c1ccncc1,10,8
CCC(=O)NCc1csc(C2CCN(S(=O)(=O)c3c(C)noc3C)CC2)n1,-9,-2
O=C(COc1ccc2c(c1)OC(=Cc1ccco1)C2=O)c1ccc(Br)cc1,11,6
O=c1c2cc(F)ccc2ncn1C1CCN(S(=O)(=O)c2ccc(F)cc2)CC1,-12,2
CCCCOc1ccccc1/C=c1\sc2nc(-c3cccs3)nn2c1=O,1,8
CC(C)C(=O)Nc1ccc(NC(=O)C(Cl)(Cl)Cl)cc1,-3,1
Cc1nc(-c2ccnc(N3CCCC3)c2)no1,-7,-5
O=C(CS(=O)(=O)c1cn(Cc2ccccc2Cl)c2ccccc12)Nc1nccs1,28,0
CCN(C)c1ccc(/C=C2/C(=O)N(c3cccc(Cl)c3)N=C2C)cc1,68*,-11
O=C(CCn1c(N2CCCC2)nc2ccccc2c1=O)Nc1ccccc1,7,-3
C=CCN(C(=O)C1CCN(c2ncnc3c2nc2n3CCCCC2)CC1)c1ccccc1,14,-2
O=C(c1ccoc1)N1CCc2c(nc(-c3ccc(F)cc3)[nH]c2=O)C1,1,8
COc1ccc(N2CCN(c3cc(C(=O)N4CCCC4)c4ccccc4n3)CC2)cc1,22,-7
CCCc1cc(C2CCCN2Cc2ccc(C)s2)no1 (stereo not drawn),-22,-1
COC(=O)[C@H](Cc1ccccc1)N1C[C@@H](N2CCC[C@H]2C)CS1(=O)=O,10,-4
c1ccc(CSc2nn3c(SCc4ccccn4)nnc3s2)nc1,0,.
O=C(Cn1nnc(-c2ccccc2)n1)Nc1cccc([N+](=O)[O-])c1,7&10,-3&5
CCN=C1S/C(=C\c2ccc3c(c2)OCO3)C(=O)N1CC,3,-4
Cc1cccc(-c2nc3ccccc3o2)c1,-41,3
CCOCCCNC(=O)c1cccc(C2CCCN(C(=O)Nc3ccccc3)C2)c1 (stereo not drawn),-4,2
N#CC1=C(N)Oc2n[nH]c(-c3ccccc3)c2C1c1ccccc1C(F)(F)F (stereo not drawn),7,-4
Cn1cc2c3c(cccc31)CN(C(=O)c1cc(F)cc(F)c1)CC2,30,-1
Cc1ccc(-c2csc(-c3cccn3CC(=O)NC(C)C)n2)cc1,0,6
O=C(Cn1cnc([N+](=O)[O-])n1)Nc1cc(Cl)ccc1Cl,2,-1
Cn1ncc(Br)c1C(=O)N1CCCC1c1ccccc1F (stereo not drawn),-2,-4
COC(=O)c1ccc(C(=O)NCCCC(=O)Nc2cccc3cccnc23)cc1,0,-3
COc1ccc(Cc2nc(-c3cccc([N+](=O)[O-])c3)no2)cc1,7,-1
CSc1ccc(CNC(=O)C2CCCN(c3nccc(C)n3)C2)cc1 (stereo not drawn),2,24
O=C(c1cccc(-c2ccc(N3CCOCC3)nc2)c1)N1CCCCC1,-1,-4
# Next part.
SMILES,mHTT-CaM PPI inh,Pf apPOL inh
O=C(C1CCN(S(=O)(=O)c2ccc(Br)s2)CC1)N1CCc2ccccc21,-4,-5
Cc1csc(-c2ccc(N3CCN(C(=O)Cc4cccc(F)c4)CC3)nc2)n1,-6,0
CCOc1ccc(CNc2ccc3c(c2)ncn3C(C)(C)C)cc1,30,5
Cn1nc(C(F)(F)F)c(Br)c1C(=O)NN,0,.
O=C(c1cccs1)N1CCC(Oc2cc(N3CCCCC3)ncn2)C1 (stereo not drawn),1,-7
Cc1noc(C2CN(C(=O)CSCc3ccccc3)C2)n1,-18,-4
Cc1ccccc1NCC(O)Cn1c(C)c(C)c2ccccc21 (stereo not drawn),96*,1
C=C1CCN(CC(=O)OC)S(=O)(=O)c2ccccc21,-3,5
O=C(CN1C(=O)C(=O)c2ccccc21)NCCc1ccccc1,9,-14
CCc1cc2c3c(c1)C(C)=CC(C)(C)N3C(=O)C2=O,72*,6
O=C(CCCOc1ccc(Cl)cc1)Nc1ccc([N+](=O)[O-])cc1Br,1,-5
O=C(NCC1(c2ccc(F)cc2)CC1)c1cc(-c2ccco2)on1,-9,-6
Cc1cc2ccccc2c(=O)n1CC(=O)NCC(=O)Nc1ccc2c(c1)OCO2,-5,-1
CC1CCCCC1NC(=O)CSc1nnc(COc2ccc3c(c2)CCCC3)o1 (stereo not drawn),1,-8
CCOc1ccccc1NC(=O)CC1SC(=N)NC1=O (stereo not drawn),-2,-1
CC1(C)OC(=O)N(CCN2C(=O)OC(C)(C)C2(C)O)C1(C)O (stereo not drawn),0,-16
CCOCCOC(=O)c1cc2cc([N+](=O)[O-])ccc2oc1=O,-3,-6
Cc1ccc(C)c(NC(=O)CSc2nc3ccccc3o2)c1,0,27
CCOC(=O)C1=C(N)Oc2c(oc(CO)cc2=O)C1c1ccccc1F (stereo not drawn),7,-10
COc1ccc(Cl)cc1NC(=O)c1ccc(C)cc1,-10,-4
CCC1Oc2ccc(Cl)cc2N(CC(=O)N2CCOCC2)C1=O (stereo not drawn),9,-11
O=C(NC1CC1)c1cn(-c2ccc(Cl)cc2)nn1,-6,-2
Oc1ccccc1C=NC(c1ccccc1O)C(N=Cc1ccccc1O)c1ccccc1O (stereo not drawn),.,-6
N=c1c(S(=O)(=O)c2ccccc2)cc2c(=O)n3ccccc3nc2n1Cc1cccnc1,-5,-3
CSc1ccc(/C=C2/N=C(c3ccco3)OC2=O)cc1,3,-1
COCc1cc(=O)[nH]c(-c2csc(C)n2)n1,.,-21
COc1cccc2cc(-c3cc(=O)oc4ccc(O)cc34)oc12,-3,4
CCCCN1CN2Cc3ccccc3C2CS1(=O)=O (stereo not drawn),-14,-1
CC(=O)c1cccc(NC(=O)c2cccs2)c1,0,6
CCOc1ccc(C(=O)N2CCC3(CC2)NC(=O)N(Cc2ccc(F)cc2)C3=O)cc1,6,-4
Cc1cc(S(=O)(=O)N=C(N)c2ccc(C(N)=O)cc2)cc(C)c1F,.,4
NNC(=O)c1csc2c1CCCC2,-4,.
O=C(C1CC1)N(CCc1ccccc1)Cc1ccccn1,-13,-8
COc1ccc(-c2coc3cc(OS(=O)(=O)c4ccccc4)ccc3c2=O)cc1,.,5
CCOC(=O)C[C@H]1c2ccccc2S(=O)(=O)N1C1CC1,-5,1
CC1(C(=O)NCc2cccc(F)c2)CCCN(C(=O)C2CCCCC2)C1 (stereo not drawn),5,1
Cc1cccc(-c2nnc(C)c(N3CCCC3)n2)c1,-3,0
COC(CNC(=O)c1ccc(CNS(=O)(=O)c2ccc(F)cc2)cc1)OC,-2,0
O=C(C1CCN(c2nccc3sccc23)CC1)N1CCN(C2CCCCC2)CC1,33,-6
COc1ccc(C2NC(C(=O)O)CS2)cc1C (stereo not drawn),-4,-1
Cc1nn(C)c2c(=O)n(CC(=O)NCc3ccccc3C(F)(F)F)ccc12,-3,-1
COc1cc(NC(=O)Cc2ccccc2)cc(OC)c1,-7,-10
Cc1ccc(-c2noc(COc3ccc(Br)cc3Cl)n2)cc1,-4,-18
CCn1cc(C(=O)NCc2ccc(F)cc2)c2c3ccccc3n(C)c2c1=O,5,6
CC(=O)N1CCC(n2c(C)nc(C(=O)NCc3cccc(C(F)(F)F)c3)c2C)CC1,15,-2
Cc1ccc(C(C)C)c(OCCCSc2ncccn2)c1,-157,-2
CC(C)(C)S(=O)(=O)c1ccc(C(=O)O)s1,2&-8,-2
O=C1Nc2ccc(Cl)cc2/C1=C/c1ccc(F)cc1,31,-3
CC(=O)N(C)CC(=O)N1N=C(c2ccc(F)cc2)CC1c1ccccc1 (stereo not drawn),21,7
COc1ccc2c(c1)OC(=O)CC2c1ccccc1OC (stereo not drawn),-6,-6
# Additional compounds
SMILES,mHTT-CaM PPI inh,Pf apPOL inh
N#CC1=C(N)Oc2c(c(=O)oc3ccccc23)C12C(=O)Nc1ccccc12 (stereo not drawn),-2,.
Nc1nc(-c2ccc(F)c(F)c2)cs1,10,-3
COCc1cc(C)nc2sc3c(=O)n(-c4cccc(C(F)(F)F)c4)nnc3c12,3,4
O=C(c1cccc(Cl)c1)N1CCN(C(=O)c2cccs2)CC1,-1,-8
Cc1ccc2nc(/C(C#N)=C/C=C/c3ccco3)[nH]c2c1,67*,-7
COc1ccc(C2=N/C(=C/c3cccc(OC)c3OC)C(=O)O2)cc1,-2,-2
COc1ccc2nc(NC(=O)c3ccncc3)sc2c1,4,-2
COc1ccc(-c2nc3cccnc3n2C2CCN(S(=O)(=O)Cc3ccccc3)C2)cc1 (stereo not drawn),50,-1
COc1ccc(C2C=C(c3ccc(-c4ccccc4)cc3)Nc3ncnn32)cc1 (stereo not drawn),11,-3
O=C(Nc1cc2cc(Cl)ccc2oc1=O)c1cccc([N+](=O)[O-])c1,7,-9
O=c1[nH]cnc2scc(-c3cccs3)c12,-10,-14&-5
N#C/C(=C\c1ccc2c(c1)OCO2)c1nc(-c2cccc(Br)c2)cs1,-14,-28
CN(CC#N)C(=O)Cn1c(=O)c2cccn2c2ccccc21,3,-1
O=S1(=O)c2cccc(Cl)c2OC[C@H](c2ccccc2)N1Cc1cccc(Cl)c1,-23,-6
O=C(NCc1ccccc1Cl)C1CCN(c2cncnc2N2CCCC2)CC1,12,-4
O=C(CCN1CCOCC1)N1CCCc2c1c(=O)oc1ccc(O)cc21,-9,-3
CN1C(=O)c2cccnc2Sc2cc(NC(=O)c3ccccc3Cl)ccc21,10,4
COc1ccc(C2CC(C(F)(F)F)n3ncc(C(=O)NCCCn4ccnc4)c3N2)cc1 (stereo not drawn),17,-20
CCn1cc(S(=O)(=O)N2CCC(n3c(-c4cccs4)nc4cccnc43)C2)cn1 (stereo not drawn),22,2
O=C(CSc1n[nH]c(-c2ccccc2)n1)c1ccc(Br)cc1,2,-12
CCc1ccc(NC(=O)N2CCC(N3CCN(Cc4ccc(C)cc4)C3=O)CC2)cc1,4,-4

# Among those listed so far, these have a thiophene ring, fused or not:
SMILES,mHTT-CaM PPI inh,Pf apPOL inh
O=C(CSc1cn(CCNC(=O)c2cccs2)c2ccccc12)Nc1ccc(F)cc1,9,2
CC(C)n1nc(CNC(=O)c2ccsc2)c2ccccc21,1,-9
CSc1ccccc1-c1nnc(NC(=O)c2ccc(Br)s2)o1,-1,0
O=C(O)C1CCCN1S(=O)(=O)c1ccc(Br)s1 (stereo not drawn),-5,.
CC(C)CCNC(=O)c1cc2c(s1)CCN(C(=O)c1ccccc1)C2,-4,-6
CCCCOc1ccccc1/C=c1\sc2nc(-c3cccs3)nn2c1=O,1,8
CCCc1cc(C2CCCN2Cc2ccc(C)s2)no1 (stereo not drawn),-22,-1
O=C(C1CCN(S(=O)(=O)c2ccc(Br)s2)CC1)N1CCc2ccccc21,-4,-5
O=C(c1cccs1)N1CCC(Oc2cc(N3CCCCC3)ncn2)C1 (stereo not drawn),1,-7
CC(=O)c1cccc(NC(=O)c2cccs2)c1,0,6
NNC(=O)c1csc2c1CCCC2,-4,.
O=C(C1CCN(c2nccc3sccc23)CC1)N1CCN(C2CCCCC2)CC1,33,-6
CC(C)(C)S(=O)(=O)c1ccc(C(=O)O)s1,2&-8,-2
COCc1cc(C)nc2sc3c(=O)n(-c4cccc(C(F)(F)F)c4)nnc3c12,3,4
O=C(c1cccc(Cl)c1)N1CCN(C(=O)c2cccs2)CC1,-1,-8
O=c1[nH]cnc2scc(-c3cccs3)c12,-10,-14&-5
CCn1cc(S(=O)(=O)N2CCC(n3c(-c4cccs4)nc4cccnc43)C2)cn1 (stereo not drawn),22,2
